Source: PubChem
p53ts 32C kill – p53ts cell cytotoxicity, permissive temperature. 130,000 compounds, 0.93% hits. Potency, µM (top dose mostly 46.1 µM), for the others: at the highest dose activity change, negative = cytotoxicity, usual class: cytotoxic. AID 924. H1299-p53A138V at 32C, ATP luminescence viability, 24 h;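 note: 0% = DMSO and -100% = full killing by reference compound; nearly all actives have a fitted effect of over 55% in size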
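Cells: H1299 p53ts (A138V), 600/well, pre-incubated 16–30 h at 37C. Cpd up to 46 uM, 24 h, 32C. Readout: ATPlite luminescence, 20 min RT. Normalization: DMSO vs tamoxifen 100 uM. AC50 by Hill equation.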
p53ts 39C kill – kills p53ts cells at the nonpermissive temperature. 130,000 compounds, 1.5% hits. H1299-p53A138V viability at 39C, ATP luminescence, 24 h. AID 902. Potency, µM (highest dose often 46.1 µM), inactives show at the top dose activity change, negative = cell killing, usual class: cytotoxic; note: nearly all actives have a fitted effect of over 55% in size
Imprint erasure – induces erasure of genomic imprints in mouse ES cells; mouse ES Peg3-LacZ reporter, beta-gal luminescence, 40 h; Potency, µM (doses to about 60.7 µM), for inactives: at the top dose activity change, positive = activation, usual class: activators; 110,000 compounds, 0.02% hits; AID 1948;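 note: 0% = negative control wells on the plate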
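Gelatin-coated wells received 300 freshly trypsinized female ES cells with a Peg3LacZ-Neo reporter on the maternal allele, then incubated 40 hours at 37C. BetaGlo was added for 5 minutes at room temperature before a single luminescence read.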
IkB sig inh – inhibitors of IkB signaling in ABC-DLBCL cells. ABC-DLBCL IkBa-CBG/CBR dual luciferase ratio, 4 h; response scale: scaled: untreated 0%, proteasome inhibitor 100%. Potency, µM (highest dose often 57.1 µM), without a hit: at the top dose IkBa stabilization activation. 110,000 compounds, 0.04% hits; active = well fitted curve in the direction sought with a large enough effect in the signal ratio, not every such curve was filed as active; inconclusive = small, poorly fitted or top-dose-only effect, or a change in a side signal; the % refers to the signal ratio;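 note: the direction sought is a rising ratio; 0% = basal untreated cells and 100% = reference inhibitor full response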
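In this assay, an IκBα–CBG68 fusion accumulates when IKK-driven degradation is blocked; native CBR normalizes for cell number. OCI-Ly3 cells were treated 4 h with compound and doxycycline, then green and red light read after Chroma-Glo addition.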
Active calls of the source: *; ? = inconclusive; / = no result given; & = joins results of further samples; [ ] = another dose, or the depositor's remark. Unless noted, calls come from the whole dose curve; as a rule, active = well fitted curve in the direction sought with a large enough effect; inconclusive = small, poorly fitted or top-dose-only effect, or another doubt; inactive = no such curve, though single readings can be large; an effect the other way counts as inactive or inconclusive. Unless noted, % is set by controls: 0 for no effect and ±100 for the full control effect; potency is the fitted concentration of half-maximal effect.

Sample of the layout:
SMILES | p53ts 32C kill | p53ts 39C kill | Imprint erasure | IkB sig inh
Cc1cccc(CSc2nnc(-c3ccccn3)n2N)c1 | 2% | -1% | -29% | 5.4%
C/C(N)=C(/C#N)C(=O)COC(=O)c1cc(C)n(-c2ccc(F)cc2)c1C | -21% | -30% | -12% | ?
CCOc1ccc(CNC(=O)CSc2c3c(nc4ccc(Cl)cc24)CCCC3)cc1 | -1% | -13% | -12%[10.9 µM] | ?
CS(=O)(=O)N1CCC(NC(=O)Cc2ccccc2)CC1 | -7% | -11% | 0% | -0.2%
CCC1(CC)Cc2ccccc2-c2nc(CN3CCOCC3)[nH]c(=O)c21 | 6% | 5% | -8% | 1.7%
CCN1C(=O)c2ccccc2Sc2ccc(NC(=O)Nc3ccc(C(C)=O)cc3)cc21 | -5% | -1% | -13%[10.9 µM] | 0.4%

This part in full, previewed entries included:
SMILES | p53ts 32C kill | p53ts 39C kill | Imprint erasure | IkB sig inh
Cc1cccc(CSc2nnc(-c3ccccn3)n2N)c1 | 2% | -1% | -29% | 5.4%
C/C(N)=C(/C#N)C(=O)COC(=O)c1cc(C)n(-c2ccc(F)cc2)c1C | -21% | -30% | -12% | ?
CCOc1ccc(CNC(=O)CSc2c3c(nc4ccc(Cl)cc24)CCCC3)cc1 | -1% | -13% | -12%[10.9 µM] | ?
CS(=O)(=O)N1CCC(NC(=O)Cc2ccccc2)CC1 | -7% | -11% | 0% | -0.2%
CCC1(CC)Cc2ccccc2-c2nc(CN3CCOCC3)[nH]c(=O)c21 | 6% | 5% | -8% | 1.7%
CCN1C(=O)c2ccccc2Sc2ccc(NC(=O)Nc3ccc(C(C)=O)cc3)cc21 | -5% | -1% | -13%[10.9 µM] | 0.4%
Cc1cccc2cc(C#N)c(SCC(=O)Nc3ccccc3N3CCOCC3)nc12 | -6% | 17% | / | /
CCc1ccc2[nH]c(=O)c(CN(CCN(C)C)C(=O)Nc3ccccc3)cc2c1 | -2% | -4% | -13% | 1.0%
C=CCOn1c(=O)c(C)[n+]([O-])c2ccccc21 | 7% | 6% | -7% | 0.1%
CCOC(=O)c1ccc(-c2ccc(/C=C(\C#N)C(=O)Nc3cccc(C)c3)o2)cc1 | 0% | -9% | -15%[10.9 µM] | -6.7%
COc1ccc(Br)cc1CNC(=O)C1CCCCN1S(=O)(=O)c1ccc(F)cc1 (configuration not stated) | 5% | -3% | 6%[10.9 µM] | ?
COc1ccc(N(C)C(=O)c2cn(C)c(=O)c3cc(OC)c(OC)cc23)cc1 | 3% | 10% | 1%[10.9 µM] | -2.6%
Cn1c(=O)c2c(ncn2CC(=O)N(Cc2ccccc2)c2ccccn2)n(C)c1=O | 9% | 4% | 0% | 0.9%
CC(C)(C)OC(=O)N1CCC[C@H]1c1nnc(SCc2ccc(Cl)cc2Cl)o1 | 8% | -4% | -23% | ?
O=S(=O)(c1ccccc1)N1CCC2(CC1)CN(c1ccccn1)C2 | -4% | -10% | / | 3.9%[11.4 µM]
C1CCN=C(Nc2nc3c(s2)CCCC3)CC1 | -7% | -13% | -45%[inhibitor] | 1.8%
CC(=O)CCc1c(C)[nH]c2ccccc2c1=O | -6% | -2% | 7% | -0.4%
c1ccc(CCNC2=NCCCS2)cc1 | -2% | -1% | -16% | -0.1%
C/C(CCN1CCCCc2nc(C)c(C)cc21)=N\O[C@@H](C)c1cc(-c2c(C)cc(C)cc2C)no1 | 1%[9.22 µM] | 9%[9.22 µM] | / | /
CC(C)(C)OC(=O)N1CCC[C@H]1c1nnc(SCc2ccccc2F)o1 | 3% | 5% | -3% | 4.5%
C=CCn1c(SCn2nnc3ccccc3c2=O)nc2scc(-c3cccs3)c2c1=O | 1% | -3% | 11% | 1.2%
Cc1cccc(-c2nc(SCC(=O)Nc3ccc4c(c3)OCO4)c(-c3ccccc3)[nH]2)c1 | -20% | -22% | -5%[10.9 µM] | 11%
Cn1ncc(Cl)c1C(=O)Nc1ccncc1 | 14% | 24% | / | /
COc1ccc(N2CC(NC(=O)c3ccco3)CC2=O)cc1OC (configuration not stated) | -6% | -20% | 0%[10.9 µM] | 2.4%
CC1=CC(C)(C)N2C(=O)C3(C(C#N)=C(N)Oc4cc(C)oc(=O)c43)c3cccc1c32 (configuration not stated) | 36%[activator] | 8% | -1% | 5.5%
Carrying on:
SMILES | p53ts 32C kill | p53ts 39C kill | Imprint erasure | IkB sig inh
O=c1c2ccccc2cnn1-c1nc2ccccc2s1 | 0.79µM* | 1µM* | -24% | ?
CCN1C(=O)c2ccccc2Sc2ccc(NC(=O)c3ccc(C)c(F)c3)cc21 | -7% | -29% | -6%[10.9 µM] | ?
O=C(COc1ccc2ccccc2c1)NC1CC(=O)N(c2cccc(F)c2)C1 (configuration not stated) | 5% | -26% | 24%[10.9 µM] | -3.0%
O=S(=O)(Nc1ccc(Cl)cc1)c1ccc(NS(=O)(=O)c2ccc3c(c2)OCCO3)cc1 | 4% | -19% | -10%[10.9 µM] | ?
CCOc1ccc(C2C(C(=O)Nc3ccc(Cl)cc3)=C(C)Nc3nc(C(F)(F)F)nn32)cc1 (configuration not stated) | ? | ? | -8%[10.9 µM] | ?
CCS(=O)(=O)N1CCC(C(=O)NCCCN2CCCC2)CC1 | 8% | -6% | -9% | 0.2%
COc1ccc(N2CCN(Cc3nc4c(c(=O)[nH]c(=O)n4C)n3CCCc3ccccc3)CC2)cc1 | -8% | -19% | -7% | -1.5%
COc1ccc(CN2C(=O)c3ccccc3C2C(=O)NC2CCCC2)c(OC)c1 (configuration not stated) | 0% | -10% | -11% | 5.3%
O=C(O)c1ccccc1C(=O)OCCCCOC(=O)c1ccccc1C(=O)O | 6% | 11% | -5% | 0.3%
O=C(Oc1ccccc1)N1CCC2(CC1)CN(c1ccccn1)C2 | -11% | -10% | / | 2.7%[11.4 µM]
CCCCN(CC)c1ncnc2c1sc1nc(N3CCOCC3)c3c(c12)CCCC3 | 3% | 12% | -16%[10.9 µM] | 2.1%
COc1cc2c(=O)c(C(=O)c3ccc(C)c(C)c3)cn(Cc3ccccc3F)c2cc1OC | -1% | -20% | 12%[10.9 µM] | ?
c1ccc(CCn2nnnc2C(c2cccnc2)N2CCN(c3ccccc3)CC2)cc1 (configuration not stated) | -3% | -4% | -15% | 2.4%
Cc1cccc(N2CCN(C(=O)c3cc4c(C)nc5ccccc5c4o3)CC2)c1C | 9% | 10% | -2% | ?
COc1ccc(-c2cc3ccc(O)c(CN4CCCCC4C)c3oc2=O)cc1OC (configuration not stated) | 2% | 17% | -6%[10.9 µM] | 0.4%
Cc1nc2ccccc2n1CCc1nc2c3ccccc3nc(SCc3ccccc3F)n2n1 | 4% | -15% | -8%[10.9 µM] | -1.1%
CN1C[C@@H]2C(c3ccccc3)C3(c4ccccc4)CC2(C3)[C@H]1c1ccccc1 (some centres not stated) | 1% | -7% | 11% | /
CC1=CC(C)(C)N(C(=O)c2ccccc2)c2ccccc21 | 8% | 3% | -15% | 5.4%
O=C(CSc1ccccn1)c1ccc(F)cc1 | -5% | -5% | -30% | 1.0%
CN(C)Cc1nc2ccccc2c(=O)n1Cc1nc(-c2cc3ccccc3o2)cs1 | 5% | 18% | -28% | ?
CCc1ccc(OCc2nc(-c3ccccn3)no2)c(Br)c1 | 16µM* | 10µM* | -77%[inhibitor] | 8.8%
O=C(O)CCC(=O)Nc1ccc2ccccc2c1 | 4%[9.22 µM] | 3%[9.22 µM] | -17%[10.9 µM] | ?
CCOC(=O)c1cccc(NC(=O)Cn2c(CC(=O)NC)nc3ccccc32)c1 | -2% | -4% | -12% | 0.4%
CCOC(=O)c1csc(NC(=O)CSc2nnc(C3CC3)n2C)n1 | 1% | 1% | -9% | 0.8%
CC1Cc2ccccc2N1C(=O)CSc1nnc(CSc2ncccn2)n1C (configuration not stated) | 3% | -4% | -11% | 0.1%
Carrying on.
SMILES | p53ts 32C kill | p53ts 39C kill | Imprint erasure | IkB sig inh
O=S(=O)(c1cccs1)N1CCN(C/C=C/c2ccccc2)CC1 | 8% | 19% | 1% | 1.2%
COc1cc(CNCCSc2nnnn2C)ccc1OCc1ccc(F)cc1 | -8% | -12% | -15%[10.9 µM] | -2.9%
CCCCNC(=O)C1CCN(S(=O)(=O)c2cnc[nH]2)CC1 | 2% | -6% | 4% | -1.0%
COc1cccc(NC(=O)C(=O)NCCc2csc(-c3ccc(C(F)(F)F)cc3)n2)c1 | 8% | -22% | -3%[10.9 µM] | ?
O=C1c2[nH]nc(-c3ccccc3O)c2C(c2cccc(OCc3ccccc3)c2)N1CCCO (configuration not stated) | 21% | ? | -14%[10.9 µM] | ?
CC(=O)c1ccc(N(C)C)c2c(N(C)C)cccc12 | 4% | -6% | -18% | -0.6%
Cc1noc(C)c1-c1nccc(NC2CC2)n1 | -4% | 5% | -22% | 0.6%[11.4 µM]
CC1=C(C(=O)N2CCCCC2)C(c2ccc(Cl)cc2)n2c(nc3ccccc32)N1 (configuration not stated) | 13% | 14% | -15%[10.9 µM] | ?
CCOC(=O)C1CCCN(C(=O)c2ccc3c(=O)n(CCOC)c(=S)[nH]c3c2)C1 (configuration not stated) | -3% | 1% | -12% | 1.4%
O=C(NCCCN1CCOCC1)c1ccc2c(c1)N(Cc1ccccc1)C(=O)c1ccccc1S2 | 4% | -20% | -9%[10.9 µM] | ?
CC(C)C(=O)C(C)(C)CCc1ccccn1 | 3%[9.22 µM] | 3%[9.22 µM] | -13%[10.9 µM] | 0.3%[11.4 µM]
CCN(CC)CC(=O)Nc1ccc2c(c1)Nc1ccccc1CC2 | 7% | -16% | -10% | 3.1%
COc1cc(NC(=O)CC(C)S(=O)(=O)c2cc3c4c(c2)CCN4C(=O)CC3)cc(OC)c1 (configuration not stated) | -5% | 18% | 13%[10.9 µM] | -0.9%
O=C(O)C1=CCNCC1 | -5%&-3%&4% | -1%&2%&12% | 5%&14%&-6% | 0.0%&2.8%
CCc1c(C)sc2c1CCN(Cc1ccccc1F)C2c1ccccc1 (configuration not stated) | 8% | -18% | -20%[10.9 µM] | ?
N#Cc1c(-c2ccco2)nc(SCc2ccc(F)cc2)[nH]c1=O | 0% | 12% | 2% | 1.6%
Cc1ccc(-c2cc(N)n3nc(-c4ccc(C)cc4)cc3n2)cc1 | -20% | -15% | -15%[10.9 µM] | ?
CC(C)n1c(C(=O)OCC(=O)NCc2ccc3c(c2)OCO3)cc2occc21 | 7% | -14% | 0% | ?
Cc1[nH]c(=O)[nH]c(=O)c1S(=O)(=O)N1CCCC(C(=O)N2CCC(Cc3ccccc3)CC2)C1 (configuration not stated) | 4% | 17% | 4% | 1.3%
CCOC(=O)c1ccccc1NC(=O)c1c(C)oc2ncnc(N3CCOCC3)c12 | -4% | 3% | 6%[10.9 µM] | ?
Cn1c(SCc2nc3ccccc3n2CCO)nc2ccccc21 | -3% | -7% | -9% | 1.9%
COc1ccccc1Cn1cc(C(=O)c2ccc(C)cc2)c(=O)c2cc(F)cc(F)c21 | 8% | 0% | -6%[10.9 µM] | -1.3%
CCOC(=O)N1CCC(NC(=O)c2cc(S(=O)(=O)N3CCOCC3)ccc2F)CC1 | -22% | 5% | -2% | -1.0%
N#CC1=C2SCN(c3ccc(F)cc3)CN2C(=O)CC1c1cccc(F)c1 (configuration not stated) | -2% | -6% | -17% | ?

Three entries already listed, arranged by molar mass, high to low.
SMILES | p53ts 32C kill | p53ts 39C kill | Imprint erasure | IkB sig inh
CC(C)n1c(C(=O)OCC(=O)NCc2ccc3c(c2)OCO3)cc2occc21 | 7% | -14% | 0% | ?
N#CC1=C2SCN(c3ccc(F)cc3)CN2C(=O)CC1c1cccc(F)c1 (configuration not stated) | -2% | -6% | -17% | ?
Cn1c(SCc2nc3ccccc3n2CCO)nc2ccccc21 | -3% | -7% | -9% | 1.9%
